# Screening data as filed in PubChem BioAssay.
# GLP1R cytotox: cytotoxic in the GLP-1 receptor inverse agonist counter-screen; HEK293 cAMP-luciferase reporter cells, luminescence, 24 h; Potency, µM (doses to about 38.3 µM), for the others: at the highest dose activity change, negative = inhibition, most hits filed as inhibitors; 410,000 tested, 0.13% active;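 further: loss of luciferase light is scored as toxicity; potency means the concentration at half of the fitted maximal effect; on the % scale 0 is the no-effect control and ±100 the full control effect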
#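 Luminescence readout: signal drop marks cytotoxicity. Plated cells grew 12 h at 37 °C, 5% CO2, received 23 nL compound for 24 h, then got luciferase reagent, read after 12 min at RT.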
# WRN helicase inh: inhibitors of human WRN helicase; Potency, µM (top dose mostly 114 µM), for inactives: at the top dose activity change, negative = inhibition, hits mostly inhibitors; AID 651768; WRN helicase unwinding, fluorescent forked duplex, kinetic; Q14191; 360,000 tested, 0.46% active; further: potency means the concentration at half of the fitted maximal effect; on the % scale 0 is the no-effect control and ±100 the full control effect; nearly all actives have a fitted effect of over 55% in size
# Target sequence (Q14191 whole entry, looked up): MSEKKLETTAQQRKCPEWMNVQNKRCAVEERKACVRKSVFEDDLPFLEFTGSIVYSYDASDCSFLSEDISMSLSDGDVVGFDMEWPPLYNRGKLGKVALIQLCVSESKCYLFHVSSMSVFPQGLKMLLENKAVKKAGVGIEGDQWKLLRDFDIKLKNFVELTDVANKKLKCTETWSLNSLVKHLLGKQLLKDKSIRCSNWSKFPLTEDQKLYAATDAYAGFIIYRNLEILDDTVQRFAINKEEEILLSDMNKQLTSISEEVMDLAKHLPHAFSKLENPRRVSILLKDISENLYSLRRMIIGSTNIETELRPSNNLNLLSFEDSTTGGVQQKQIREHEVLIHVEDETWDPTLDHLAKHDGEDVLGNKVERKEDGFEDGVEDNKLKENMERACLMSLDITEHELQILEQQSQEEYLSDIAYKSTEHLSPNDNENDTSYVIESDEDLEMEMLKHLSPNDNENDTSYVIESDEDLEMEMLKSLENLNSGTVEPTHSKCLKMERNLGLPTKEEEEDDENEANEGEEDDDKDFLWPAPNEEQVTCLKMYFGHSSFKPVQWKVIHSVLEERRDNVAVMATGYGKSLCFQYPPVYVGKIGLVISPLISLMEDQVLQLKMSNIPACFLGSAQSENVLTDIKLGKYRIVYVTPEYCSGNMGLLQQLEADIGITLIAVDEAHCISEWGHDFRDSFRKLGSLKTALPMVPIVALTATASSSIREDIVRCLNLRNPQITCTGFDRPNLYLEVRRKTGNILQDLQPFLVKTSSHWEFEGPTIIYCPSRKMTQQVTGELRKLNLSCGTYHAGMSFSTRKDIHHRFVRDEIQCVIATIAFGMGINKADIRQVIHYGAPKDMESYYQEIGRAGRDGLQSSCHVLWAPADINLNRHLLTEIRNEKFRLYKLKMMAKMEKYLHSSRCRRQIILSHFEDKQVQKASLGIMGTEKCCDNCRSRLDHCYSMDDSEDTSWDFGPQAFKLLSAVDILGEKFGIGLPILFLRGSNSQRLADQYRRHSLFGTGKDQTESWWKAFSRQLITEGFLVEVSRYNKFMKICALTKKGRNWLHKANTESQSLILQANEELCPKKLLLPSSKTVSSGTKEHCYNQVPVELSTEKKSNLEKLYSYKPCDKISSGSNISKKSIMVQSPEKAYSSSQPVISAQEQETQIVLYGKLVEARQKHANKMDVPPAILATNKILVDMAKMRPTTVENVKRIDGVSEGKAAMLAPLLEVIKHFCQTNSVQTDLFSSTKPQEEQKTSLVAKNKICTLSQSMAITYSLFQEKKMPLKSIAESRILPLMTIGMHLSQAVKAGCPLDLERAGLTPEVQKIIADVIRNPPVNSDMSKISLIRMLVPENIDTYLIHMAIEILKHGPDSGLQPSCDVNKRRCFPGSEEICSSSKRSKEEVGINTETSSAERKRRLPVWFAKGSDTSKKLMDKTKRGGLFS
#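 WRN at 20 nM final was preincubated with compound for 15 min at room temperature; reaction started with 100 nM forked duplex oligonucleotide carrying fluorophore and quencher plus 2 mM ATP (final). Unwinding followed kinetically by red fluorescence (ex 525/em 598 nm).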
# D3 antag: D3 dopamine receptor (human) antagonism. D3R cells, DiscoveRx beta-arrestin luminescence, antagonist mode; active compounds read low. AID 652054. 360,000 tested, 2.5% active. P35462. max response, negative = inhibition, %; in the data active means max response below about -50%; inconclusive means no clear call, values can overlap the other calls; further: on the % scale 0 is the no-effect control and ±100 the full control effect; mostly tested at two doses, the higher about 12 µM
#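 Cells plated overnight at 1500 cells/well, then exposed to library compounds with dopamine controls for 90 minutes at 37 degrees C. DiscoveRx reagent added for 30–60 minutes at room temperature; luminescence read, quantitative HTS format.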
# IL2 activator: activators of IL-2 | activation, % (series mostly up to about 46 µM) | AID 652025 | IL-2 activation reporter assay, cell-based qHTS; stimulated with anti-CD3/CD4/CD28 beads; in transgenic mouse T cells | 360,000 tested, 0.065% active; in the data active means activation above about 50%; inconclusive means mostly about 30% to 49%; further: 0% is about no effect
#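 Using fluorescent plate cytometry, EGFP and DsRed are detected in transgenic mouse T cells stimulated 18 h at 37 degrees C with antibody-coated beads after 60 min compound pretreatment.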
# DRD3 agonist: activates the human D3 dopamine receptor; P35462; D3R DiscoveRx beta-arrestin cells, luminescence, 90 min; max activation, %; 410,000 tested, 0.58% active; in the data active means max activation above about 30%; further: 0% is about no effect; mostly tested at two doses, the higher about 12 µM
#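 Agonist-mode cell screen: cells plated at 1500/well and incubated overnight at 37 °C, then exposed to library compounds for 90 min at 37 °C. Detection reagent was added for 30–60 min at room temperature, and luminescence was read.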
# PI5P4K alpha inh: blocks human PI5P4K alpha kinase activity; P48426; PI5P4Kalpha enzyme, ADP-Glo luminescence, 60 min; active compounds read low; max response, %; 330,000 tested, 1.2% active; AID 652105; active means max response of -50% or lower; inconclusive means between -30% and -50%; inactive means -30% or higher; further: value at the top dose of about 77 µM; on the % scale 0 is the no-effect control and ±100 the full control effect
#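 ADP-Glo luminescence end-point read after a 60 min room-temperature kinase reaction of PI5P4Kalpha plus substrate, initiated with ATP at 5 microM final. Buffer: 0.038 M HEPES pH 7.4, EGTA, 0.1% CHAPS, 5% DMSO.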
# GLP1R ag: agonists of human GLP-1 receptor; P43220; Potency, µM (highest dose often 45.6 µM), inactives show at the highest dose activation, actives largely listed as activators; AID 624172; 380,000 tested, 0.007% active; HEK293 GLP-1R CRE-luciferase, luminescence, 4-6 h; cells express a hypersensitive GLP-1R form; further: potency means the concentration at half of the fitted maximal effect; % of control where 0% means no effect
# GLP-1R inv ag: inverse agonists of human GLP-1 receptor | P43220 | 410,000 tested, 1.6% active | Potency, µM (series often up to 38.3 µM), for the others: at the top dose activity change, negative = inhibition, usual class: inhibitors | HEK293 GLP-1R CRE-luciferase, luminescence, 24 h; GLP-1R form is constitutively active; further: potency means the concentration at half of the fitted maximal effect; on the % scale 0 is the no-effect control and ±100 the full control effect; nearly all actives have a fitted effect of over 55% in size
#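 GLP-1R inverse agonism mode: basal reporter luminescence in engineered HEK293 cells measured after one day of compound exposure at 37 deg C, with a 12 min room-temperature detection step.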
# PLK1 PBD inh: blocks phosphopeptide binding to human PLK1 polo-box domain; P53350; Plk1 PBD binding of FITC phosphopeptide, fluorescence polarization; Potency, µM, inactives show max response, negative = inhibition, most hits filed as inhibitors; 360,000 tested, 2.8% active; AID 720504; further: potency means the concentration at half of the fitted maximal effect; series mostly up to about 57 µM; on the % scale 0 is the no-effect control and ±100 the full control effect; nearly all actives have a fitted effect of over 65% in size
# * marks the source's active call; other numbers are inactive results; u = inconclusive; x = not tested or not shown; [ ] = dose if it differs, or a comment. Unless noted, the call rests on the fitted dose curve; in most records, active means well fitted curve in the direction sought with a large enough effect; inconclusive means small, poorly fitted or top-dose-only effect, or another doubt; inactive means no such curve, though single readings can be large; an effect the other way counts as inactive or inconclusive.
SMILES,GLP1R cytotox,WRN helicase inh,D3 antag,IL2 activator,DRD3 agonist,PI5P4K alpha inh,GLP1R ag,GLP-1R inv ag,PLK1 PBD inh
CCSc1nsc(NC(=O)Nc2cccc(F)c2)n1,u,4.2%,-16.9,-0.7,6.9,0.1,2.8%,u,-9.4%
C(=Nc1ccc(Nc2ccccc2)cc1)c1ccc2ccccc2c1,-24.1%,-2.7%,2.7,-3.3,6.4,7.3,4.8%,52.8%[activator],-0.3%
NC(=O)/C=C\C(=O)Nc1cccc(C(F)(F)F)c1,6.5%,-12.6%,-8.4,-3.0,-4.5,x,-0.1%,4.5%,-16.4%
CC1CC(C)CN(CC(=O)N2CCc3[nH]c4ccccc4c3C2)C1 (stereo unspecified),18.5%,-21.0%,2.1,1.9,-4.5,-3.0,2.3%,u,-5.5%
O=C1CCN(Cc2cccnc2)CCN1[C@H](CO)Cc1ccccc1,11.4%,-4.3%,-66.8*,-0.5,-31.1,3.3,-4.3%,6.6%,-2.3%
Cc1ccc(NC2CCCN(C(=O)c3snnc3C)C2)cc1C (stereo unspecified),-8.4%,3.8%,0.8,-0.9,2.5,0.7,-3.0%,-26.7%,5.5%
CCn1c(=O)cc(SCC(=O)Nc2ccc(OC)c(OC)c2)c2ccccc21,-7.9%,-11.1%,21.6,-4.2,0.5,-3.1,24.9%,94.2%[activator],-17.0%
Cc1cc(N2CCN(c3ccc([N+](=O)[O-])c4cccnc34)CC2)c2ccccc2n1,4.4%,-1.9%,-1.5,-1.5,7.9,-3.2,0.3%,-2.9%,11.5%
C[C@H]1CN([C@@H](C)CO)S(=O)(=O)c2ccc(C#CC(C)(C)O)cc2O[C@H]1CN(C)Cc1ccccc1,u,12.4%,-17.6,-4.6,-10.7,-4.5,23.8%,u,-7.5%
COc1ccc(OC)c(S(=O)(=O)N(C)CC(=O)Nc2cc(Cl)ccc2OC)c1,-10.4%,-7.2%,40.7,0.7,2.1,2.6,9.9%,-12.4%,-0.6%
COC(=O)c1c(C)nc(C)c(C(=O)OC)c1-c1ccsc1,3.3%,-4.3%,-18.9,-0.4,-11.3,-0.4,10.1%,4.6%,-6.3%
CCOC(=O)C1(Cc2cccc(OC)c2)CCCN(Cc2nccn2CC)C1 (stereo unspecified),u,0.4%,-13.3,-3.3,-4.0,0.0,19.5%,u,-15.5%

# The last 3 records of the section before are carried over, then new ones follow:
SMILES,GLP1R cytotox,WRN helicase inh,D3 antag,IL2 activator,DRD3 agonist,PI5P4K alpha inh,GLP1R ag,GLP-1R inv ag,PLK1 PBD inh
COc1ccc(OC)c(S(=O)(=O)N(C)CC(=O)Nc2cc(Cl)ccc2OC)c1,-10.4%,-7.2%,40.7,0.7,2.1,2.6,9.9%,-12.4%,-0.6%
COC(=O)c1c(C)nc(C)c(C(=O)OC)c1-c1ccsc1,3.3%,-4.3%,-18.9,-0.4,-11.3,-0.4,10.1%,4.6%,-6.3%
CCOC(=O)C1(Cc2cccc(OC)c2)CCCN(Cc2nccn2CC)C1 (stereo unspecified),u,0.4%,-13.3,-3.3,-4.0,0.0,19.5%,u,-15.5%
Cc1cccc(NC(=S)NC(=O)CCc2ccccc2)c1C,16.2%,-11.0%,-14.4,0.5,-1.8,x,8.1%,u,-10.7%
C=CCn1c(SCC(=O)c2cccs2)nc2sc(C)c(C)c2c1=O,-6.5%,-9.2%,-8.5,-1.6,3.0,5.2,21.7%,2.2%,-6.4%
Cc1cccc(N2CCN(C(=O)CCNS(=O)(=O)c3cccs3)CC2C)c1 (stereo unspecified),-23.8%,-4.5%,11.3,-0.4,2.6,-5.5,6.3%,-12.4%,6.3%
CCOC(=O)CN(C(=O)CNC(=O)c1cccs1)C(C(=O)NC1CCCCC1)c1cccs1 (stereo unspecified),-19.5%,7.9%,20.4,-3.5,3.4,x,1.4%,0.0%,-1.3%
O=C(OCC(F)(F)F)c1cccc(COc2ccc3ccccc3c2)c1,0.8%,-9.6%,24.4,1.0,-1.7,12.4,-28.5%,2.24µM*,-4.4%
CC(=O)Nc1ccc(NC(=O)Nc2cc(C)cc(C)c2)cc1,2.2%,-2.6%,-13.4,2.8,-4.9,5.6,1.2%,4.9%,-2.0%
COc1cccc(Nc2ccc([N+](=O)[O-])c3nonc23)c1,u,-23.9%,-15.7,-3.0,-2.4,-20.0,9.1%,-6.8%,-1.9%
CC1CCCC(C)N1C(=O)COC(=O)c1ccc([N+](=O)[O-])o1 (stereo unspecified),-1.6%,-2.7%,19.1,0.4,1.0,1.3,3.6%,6.0%,-11.9%
Cc1ccc(NC(=O)CN2C(=O)CNC2=O)cc1,-20.8%,-1.0%,-4.6,-2.9,-9.0,0.3,-1.3%,-4.2%,-13.2%
Cc1sc2ncnc(SCC(=O)N3CCCC3=O)c2c1C,-25.6%,7.7%,30.9,-0.2,1.6,x,16.3%,-7.8%,-3.4%
CC(=O)c1c(C)nc(-c2ccc(Cl)cc2)nc1N=CN(C)C,-6.6%,6.2%,65.4,-0.7,3.4,1.2,1.2%,9.7%,2.9%
COc1ccc(S(=O)(=O)N(CCCN2CCCC2=O)Cc2cc3c(C)cc(C)cc3[nH]c2=O)cc1,-25.6%,-2.2%,-8.0,-1.0,-7.7,6.2,2.2%,0.2%,-3.7%
CCCNC(=O)C1(C)CCN(C(=O)COc2ccc(Cl)cc2Cl)C1 (stereo unspecified),4.0%,3.6%,-25.9,0.3,-10.8,2.7,5.8%,17.2%,-10.4%
Fc1ccc(NC(=S)NN=C2CCCCCC2)cc1,u,-4.4%,-149.6*,-1.8,-6.4,x,-4.0%,u,-1.5%
O=C(Nc1nccs1)c1cccc(N2C(=O)c3cccc4c([N+](=O)[O-])ccc(c34)C2=O)c1,143.3%[activator],-15.8%,-8.9,-0.4,0.4,u,-0.6%,29.5%,-9.0%
N#Cc1ccc(OCC(=O)NN2Cc3ccccc3C2=N)cc1,-0.6%,3.3%,11.8,-0.2,-0.8,-4.2,2.9%,15.3%,u
COc1ccc(/C=C(/NC(=O)c2ccco2)C(=O)Nc2ccc(C(C)=O)cc2)cc1,-2.5%,-4.6%,9.1,-6.4,15.3,2.3,3.0%,4.3%,-0.1%
CCN(C(=O)COC(=O)c1cc([N+](=O)[O-])ccc1N1CCOCC1)C1CCCCC1,-23.0%,-6.2%,-3.8,-0.1,5.2,10.3,3.7%,21.4%,-2.2%
COc1ccc(C2(CO)OC(CO)C(O)C2O)cc1 (stereo unspecified),7.0%,-1.0%,6.0,-2.4,2.6,19.3,-1.1%,3.4%,1.0%
O=S(=O)(c1ccccc1)N1CCC2(CC1)CO2,-12.2%,0.4%,-4.6,0.6,-1.8,-0.4,4.5%,2.8%,3.2%
CC(=O)Nc1ccc(S(=O)(=O)NCCNS(=O)(=O)c2ccc(NC(C)=O)cc2)cc1,13.9%,1.2%,-12.6,3.8,7.6,3.6,-2.9%,5.0%,-2.1%
CCOc1ccc(C2N(c3ccc(Cl)cc3)C(=O)C3CCCN32)cc1OC (stereo unspecified),11.1%,4.2%,-21.2,-1.4,-2.1,1.4,-1.5%,13.8%,-14.3%
CCOc1ccccc1-n1c(SCC(=O)N2CCOCC2)nc2ccccc2c1=O,-27.5%,2.7%,14.4,-4.4,13.0,0.4,9.3%,7.5%,2.3%
COc1ccc(OCC(=O)NNC(=O)C2CCC2)cc1,-5.3%,1.2%,-0.8,-2.2,-7.3,3.1,1.7%,2.6%,3.3%
O=C(C1CCCC1)N1CCCC(Nc2ccccc2)C1 (stereo unspecified),-3.7%,5.0%,8.7,-3.7,0.9,0.9,0.3%,u,-7.6%
CC(CNC(=O)c1ccc(C#N)cc1)NC(=O)c1ccc(C#N)cc1 (stereo unspecified),-5.0%,3.6%,-22.9,-0.8,-14.1,-8.0,3.7%,-11.5%,-7.7%
COC(=O)c1ccc(-c2csc(NC(=O)c3ccc(S(=O)(=O)N4CCc5ccccc5C4)cc3)n2)cc1,13.2%,-8.1%,-11.4,0.4,1.4,4.8,2.5%,5.0%,-18.6%
COc1ccc(CCN2CCCn3c2nc2c3c(=O)[nH]c(=O)n2C)cc1OC,-2.2%,5.1%[57.1 µM],-23.4,-2.7,13.6,1.5,-5.4%,-25.3%,-0.4%
CCOCCCNC(=O)CC1Oc2ccc(C)cc2NC1=O (stereo unspecified),18.6%,-3.0%,-22.0,0.0,-10.4,-11.5,-0.8%,2.0%,-9.5%
COc1ccc(NC(=O)c2cc([N+](=O)[O-])ccc2NC(=O)CNC2CCCCC2C)c(OC)c1 (stereo unspecified),3.4%,-6.0%,6.9,-2.2,-20.9,5.7,0.0%,-11.4%,2.4%
O=C(Cn1c(=O)n(Cc2ccc(C(=O)NCc3ccccc3Cl)cc2)c(=O)c2ccccc21)Nc1ccc(F)cc1,2.9%,x,x,x,-17.0,x,-0.6%,3.8%,x
COc1ccc(N(Cc2cc(=O)[nH]c3ccccc23)C(=O)c2ccco2)cc1,5.7%,-0.2%,6.2,0.5,-6.9,-3.8,3.5%,0.0%,-13.3%
COc1ccc(CCc2nnc(CCC(=O)NCc3cnc4ccccn34)o2)cc1,-8.4%,-2.3%,3.9,0.7,0.5,8.3,9.7%,12.0%,-1.1%
COc1cccc(C(=O)Nc2cc3c(cc2Cl)OCCCO3)c1,0.0%,4.4%,0.1,-1.0,4.1,-5.0,-0.1%,1.4%,-1.5%
c1ccc2[nH]c(NCCN3CCOCC3)nc2c1,4.2%,-10.9%,5.4,-2.2,8.1,-3.5,2.6%,0.0%,-5.7%
Cc1c(C(=O)NCC2COc3ccccc3O2)oc2ccc(S(=O)(=O)N3CC(C)CC(C)C3)cc12 (stereo unspecified),13.8%,-4.8%,-20.5,-0.9,-25.4,x,-1.1%,u,-8.9%
CCOc1ccc(Cl)cc1S(=O)(=O)N1CCN(c2ccc(C)c(C)c2)CC1,-13.2%,9.7%,-20.6,-0.8,-7.8,7.8,-7.3%,0.0%,-7.5%
CCN(CC)S(=O)(=O)c1ccc(C(=O)Oc2coc(CSc3nc(C)cc(C)n3)cc2=O)cc1,-2.9%,-7.4%,3.3,-1.3,0.7,u,-20.4%,-13.0%,-12.2%

# The order is random; 7.8% or so of the library scored in one or more.
